# Screening data from PubChem BioAssay.
# RGS4-Gao reg: modulators of RGS4 binding to Galphao, primary screen, biochemical, multiplexed bead flow cytometry | binding response (% of control), % at 10 µM | 220,000 compounds, 0.33% hits | actives lie on both sides | Guanine nucleotide-binding protein G(o) subunit alpha (Homo sapiens), P09471; in the data active = binding response below about 49% or above about 150%; inactive = in between;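 also: fluorescent Galphao activated with aluminum fluoride binding bead-coupled RGS4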
# Target sequence (P09471 whole entry, looked up): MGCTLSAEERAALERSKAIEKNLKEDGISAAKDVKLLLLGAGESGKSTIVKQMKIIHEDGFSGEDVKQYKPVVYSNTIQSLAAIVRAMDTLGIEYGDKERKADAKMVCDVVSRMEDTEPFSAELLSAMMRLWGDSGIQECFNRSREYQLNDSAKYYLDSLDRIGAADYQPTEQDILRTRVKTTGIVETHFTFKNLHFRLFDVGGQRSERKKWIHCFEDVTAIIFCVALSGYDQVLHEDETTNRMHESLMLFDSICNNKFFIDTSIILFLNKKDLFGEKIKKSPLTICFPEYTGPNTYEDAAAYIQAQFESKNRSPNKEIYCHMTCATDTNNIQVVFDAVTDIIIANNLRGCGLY
# Bcl-XL Bim block: inhibitors of Bim-Bcl-XL binding, primary screen, biochemical, multiplexed, bead flow cytometry, human Bcl-XL. Bcl-2-like protein 1 (Homo sapiens), Q07817. Bim peptide-Bcl-XL binding, fluorescence. inhibition, % at 10 µM. 190,000 compounds, 0.04% hits
# Mcl1 Bid PPI: Mcl-1/Bid binding inhibitors, primary screen, biochemical, TR-FRET, 1536-well; 220,000 compounds, 0.97% hits; inhibition, % at 21.7 µM; TR-FRET Mcl-1/Bid-Dy647 peptide binding; Induced myeloid leukemia cell differentiation protein Mcl-1 (Homo sapiens), Q07820;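 active = compounds that cut the binding signal by more than half at the single screening dose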;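 also: His-tagged Mcl-1 with europium anti-His antibody binding Bid BH3 peptide; 0% = Mcl-1 plus peptide wells and 100% = peptide-only wells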
# RGS8-Gao: RGS8-Galphao binding modulators, primary screen, biochemical, multiplexed bead flow cytometry. Guanine nucleotide-binding protein G(o) subunit alpha (Homo sapiens), P09471. actives lie on both sides. response (percent of control binding), % at 10 µM. 220,000 compounds, 0.34% hits. AID 1423, 2008; in the data active = response below about 60% or above about 140%; inactive = in between;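 also: Galphao activated as the GDP aluminium fluoride complex binding bead-coupled RGS8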
# Bim-Bfl-1: inhibitors of Bim binding to Bfl-1, primary screen, biochemical, multiplexed, bead-based flow cytometry; Bcl-2-related protein A1 (Homo sapiens), Q16548; Bim-Bfl-1 binding inhibition; inhibition, % at 10 µM; 190,000 compounds, 0.12% hits;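 also: 0% = wells without compound plus tracer and 100% = blocker peptide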
# RGS7-Gao reg: RGS7-Galphao binding modulators, primary screen, biochemical, multiplexed bead flow cytometry; actives lie on both sides; AID 1439, 2008; Guanine nucleotide-binding protein G(o) subunit alpha (Homo sapiens), P09471; binding response (% of control), % at 10 µM; 220,000 compounds, 0.35% hits; in the data active = binding response below about 49% or above about 150%; inconclusive = no clear call, values can overlap the other calls; inactive = in between;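 also: fluorescent Galphao held in activated GDP-AlF4 state binding bead-coupled RGS7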
# Bim-Bcl-W: inhibitors of Bim binding to Bcl-W, primary screen, biochemical, multiplexed, bead-based flow cytometry; Bcl-2-like protein 2 (Homo sapiens), Q92843; Bim peptide-Bcl-W binding; inhibition, % at 10 µM; 190,000 compounds, 0.02% hits; AID 952, 2007;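 also: 0% = bound tracer without compound and 100% = peptide blocker; higher means less fluorescent Bim peptide bound to Bcl-W beads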
# Target sequence (Q92843 whole entry, looked up): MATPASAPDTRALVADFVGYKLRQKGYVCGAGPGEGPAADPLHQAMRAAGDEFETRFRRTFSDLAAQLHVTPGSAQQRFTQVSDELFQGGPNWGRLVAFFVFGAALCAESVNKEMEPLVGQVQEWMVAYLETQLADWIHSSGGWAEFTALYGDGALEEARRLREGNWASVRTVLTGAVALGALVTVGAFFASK
# GSH fluor: compound fluorescence on glutathione beads, profiling panel, artefact control, biophysical, 488/530 nm, flow cytometry; fluorescence (KMESF) at 10 µM; 190,000 compounds, 0.25% hits; GSH beads flow cytometry, compound fluorescence 488/530 nm; active compounds read high; AID 1776, 2009; in the data active = fluorescence above about 89;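 also: glutathione beads carrying GST-tagged Bcl family fusion proteins plus one bare bead set; values are compound well signal with DMSO vehicle wells as background; inactives centre near 16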
# Bim-Mcl-1: inhibitors of Bim peptide binding to Mcl-1, primary screen, biochemical, bead-based flow cytometry, multiplex; Induced myeloid leukemia cell differentiation protein Mcl-1 (Homo sapiens), Q07820; Bim peptide-Mcl-1 binding; inhibition, % at 10 µM; 190,000 compounds, 0.1% hits;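 also: 0% = no compound tracer wells and 100% = peptide blocker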
# Bim-Bcl-2: inhibitors of Bim-Bcl-2 binding, primary screen, biochemical, multiplexed, human Bcl-2 family | Apoptosis regulator Bcl-2 (Homo sapiens), P10415 | Bead-based flow cytometry, Bim peptide-Bcl-2 binding | inhibition, % at 10 µM | 190,000 compounds, 0.06% hits; in the data active = inhibition above about 40%; inconclusive = no clear call, values can overlap the other calls;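 also: 0% = no compound wells with probe peptide and 100% = reference peptide inhibitor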
# Target sequence (P10415 whole entry, looked up): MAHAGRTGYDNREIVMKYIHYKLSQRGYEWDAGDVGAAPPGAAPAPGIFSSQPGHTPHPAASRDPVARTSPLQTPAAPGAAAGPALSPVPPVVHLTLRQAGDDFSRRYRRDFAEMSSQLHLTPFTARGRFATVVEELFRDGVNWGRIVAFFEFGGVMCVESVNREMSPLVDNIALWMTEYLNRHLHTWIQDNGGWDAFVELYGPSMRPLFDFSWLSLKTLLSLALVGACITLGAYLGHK
# Bim-Bcl-B: inhibitors of Bim-Bcl-B binding, primary screen, biochemical, multiplexed, human Bcl-2 family. Bcl-2-like protein 10 (Homo sapiens), Q9HD36. bead-based flow cytometry, Bim peptide-Bcl-B binding. inhibition, % at 10 µM. 190,000 compounds, 0.073% hits;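 also: 0% = tracer peptide without compound and 100% = reference inhibitor peptide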
# Target sequence (Q9HD36 whole entry, looked up): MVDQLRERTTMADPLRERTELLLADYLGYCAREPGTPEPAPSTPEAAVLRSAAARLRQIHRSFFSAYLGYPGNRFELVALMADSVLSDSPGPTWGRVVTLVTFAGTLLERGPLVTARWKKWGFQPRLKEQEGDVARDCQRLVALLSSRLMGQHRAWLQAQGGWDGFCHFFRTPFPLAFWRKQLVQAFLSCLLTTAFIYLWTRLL
# An asterisk follows results filed as active; ? = inconclusive; nt = no result given. Rule as the data show it, unless noted: active = inhibition above about 40%.
smiles,RGS4-Gao reg,Bcl-XL Bim block,Mcl1 Bid PPI,RGS8-Gao,Bim-Bfl-1,RGS7-Gao reg,Bim-Bcl-W,GSH fluor,Bim-Mcl-1,Bim-Bcl-2,Bim-Bcl-B
COc1ccc(C2=NOC(CNC(N)=S)C2)cc1 (stereo not drawn),102,-3,-48,97,6,103,1,15,0,-1,0
O=C(COC(=O)c1cccc(NC(=O)c2ccco2)c1)c1ccc(Br)cc1,102,-6,3,99,-13,104,2,32,0,-9,-6
O=C(NNC(=O)c1cc(OCC(F)(F)F)ccc1OCC(F)(F)F)c1ccc(Cl)c(Cl)c1,98,1,-12,97,-10,97,4,43,-2,-6,-7
O=C(CCSc1nnc(-c2ccco2)o1)Nc1ccccc1,101,8,-4,103,-17,99,-1,39,-5,-10,-9
Cc1cccc(-n2nnc3cnn(C)c3c2=O)c1,104,1,-11,101,0,106,-1,8,3,0,2
CCN(CC)CC(=O)c1c[nH]c2ccccc12,100,-2,-13,100,-15,99,0,29,-3,-11,-8
CCOC(=O)N1CCC(N(CCN(C)C)C(=S)Nc2cc(C)cc(C)c2)CC1,98,-8,-28,98,-12,96,-3,16,-1,-4,-2
CC(=O)NC1CCCN(O)C(=O)/C=C(\C)CCOC(=O)C(NC(C)=O)CCCN(O)C(=O)/C=C(\C)CCOC(=O)C(NC(C)=O)CCCN(O)C(=O)/C=C(\C)CCOC1=O (stereo not drawn),93,-5,-54,96,-10,92,-1,18,0,-8,-3
CCCOc1cccc(/C=N/NC(=O)c2csc(C)c2C)c1,98,-2,-7,103,-15,99,-3,33,-1,-11,-10
CCOC(=O)c1cccc(NC(=O)CCn2cccc2)c1,104,-2,-51,103,-15,100,4,12,2,-6,-5
COC(=O)COc1ccc(/C=N/NC(=O)c2ccc(N(Cc3ccccc3)S(C)(=O)=O)cc2)cc1,99,3,-1,83,-4,95,2,7,3,1,3
CCN(CC)C(=O)c1cccc2c1C(=O)c1ccccc1-2,102,-2,-2,99,0,101,-3,64,-2,-2,-2
CN(C)CCNC(=O)Cc1ncc(C(F)(F)F)cc1Cl,106,0,-7,107,-5,112,0,11,0,-2,-4
CCOc1ccccc1/C=N/NC(=O)c1cccc(S(=O)(=O)N(CC)CC)c1,93,-2,-4,100,-3,92,-3,11,-3,-4,-4
Cc1nn(-c2cc(N3CCCCC3)ccc2N)c(=O)c2ccccc12,103,2,-42,109,5,100,3,21,-3,-18,-5
COc1ccc(C(=O)/C=C\c2ccc(NC(=O)c3cccs3)cc2)cc1,101,2,-5,103,-2,98,0,20,0,-1,2
COc1cccc(NC(=S)N(CCc2c(C)[nH]c3ccccc23)Cc2cccs2)c1,nt,-4,-12,nt,-1,nt,-4,18,-2,-4,-3
Cc1cc(C)c(C(=O)CSc2nnc(N)s2)c(C)c1,104,-5,-1,104,-4,?,0,14,-1,-5,-5
CNC(=S)Nc1cc(Cl)ccc1Oc1ccccc1,107,-5,-23,104,-1,100,-4,6,-4,-3,-7
Cc1nc2ccccc2nc(C)c1=NOCc1ccc(Cl)cc1Cl,98,-3,-10,98,0,103,0,13,-1,0,-3
O=C(NCCc1ccccc1)c1ccc(Br)o1,100,1,-24,102,0,103,0,20,-2,0,1
Cc1cc2nc3c(c(=O)n2[nH]1)CCCC3,101,0,-13,102,-7,103,3,11,0,-4,0
O=C(CN(Cc1ccco1)S(=O)(=O)c1ccccc1)N/N=C/c1cccc(O)c1,99,-3,-15,102,-17,100,0,23,0,-11,-4
CC(=O)Nc1ccc(N2CC(C)(C)C2=O)cc1,104,-4,-24,106,-10,105,-7,12,-3,-2,-8
CCc1ccc(NC(=O)c2ccc(OC)c([N+](=O)[O-])c2)cc1,102,-11,-2,100,-11,99,-7,15,-7,-28,-15
CCc1ccccc1NC(=S)N(CCCN1CCOCC1)Cc1ccccn1,103,0,-33,104,-3,103,-1,12,-3,-1,0
Cc1csc(SCC(=O)Nc2cccc3nsnc23)n1,95,-2,-32,100,-2,98,0,27,-1,-7,-9
O=C(O)c1cccc(S(=O)(=O)NCCC(c2ccccc2)c2ccccc2)c1,102,0,-6,99,-2,98,-1,11,1,-2,1
Cc1cc(=O)n(C2CCS(=O)(=O)C2)[nH]1 (stereo not drawn),106,-4,-65,106,-8,102,-2,11,-2,-2,-3
COc1ccc(S(=O)(=O)CCC(=O)Nc2c(C)n(C)n(-c3ccccc3)c2=O)cc1,102,-4,-27,101,-15,99,0,21,1,-4,-5
Cc1ccc(-n2nc3c(c2NC(=O)c2c(-c4ccccc4Cl)noc2C)CS(=O)(=O)C3)c(C)c1,98,-2,-11,97,0,96,-1,19,-3,-1,0
COC(=O)c1ccc(SC)cn1,103,-3,-15,104,0,100,0,6,-3,-1,-4
O=C(CN1CCC(C(=O)c2ccc(Cl)cc2)CC1)Nc1ccc2c(c1)OCCO2,97,0,-38,99,-11,98,0,49,0,-6,-5
Cc1cccc(N(CC(=O)NCc2ccc(F)cc2)C(=O)c2csnn2)c1C,103,-5,-66,101,-6,101,-2,13,0,-2,-6
CC(C)C(OC(=O)c1oc2ccccc2c1CSC1CCCCC1)C(=O)NC(N)=O (stereo not drawn),99,1,-35,99,-2,97,-1,10,2,0,2
O=C(/C=C/c1ccco1)NCC(=O)N/N=C/c1ccc([N+](=O)[O-])cc1,102,0,-41,101,9,95,2,14,3,5,-10
O=C(NC1CC2CCC1C2)C1COc2ccccc2O1 (stereo not drawn),96,-3,-7,100,-9,100,0,13,-2,-9,-11
O=C(CN1CCN(C(=O)c2ccco2)CC1)Nc1ccccc1-c1ccccc1,101,2,-10,100,0,101,0,23,-2,-1,0
O=C(CN1C(=O)/C(=C\c2ccc(C(F)(F)F)cc2)Sc2ccccc21)NCc1ccco1,102,-3,-28,99,0,102,-1,4,-1,-1,-2
Cc1nc2ccc(N3C(=O)CCC3=O)cc2[nH]1,100,-6,11,99,-9,94,2,11,-3,-8,-7

# Single records (already shown). Order of screens: RGS4-Gao reg | Bcl-XL Bim block | Mcl1 Bid PPI | RGS8-Gao | Bim-Bfl-1 | RGS7-Gao reg | Bim-Bcl-W | GSH fluor | Bim-Mcl-1 | Bim-Bcl-2 | Bim-Bcl-B
# Cc1csc(SCC(=O)Nc2cccc3nsnc23)n1 is listed with 95 | -2 | -32 | 100 | -2 | 98 | 0 | 27 | -1 | -7 | -9
# CC(=O)Nc1ccc(N2CC(C)(C)C2=O)cc1 is listed with 104 | -4 | -24 | 106 | -10 | 105 | -7 | 12 | -3 | -2 | -8

# (listing goes on)
# Values run as follows: RGS4-Gao reg	Bcl-XL Bim block	Mcl1 Bid PPI	RGS8-Gao	Bim-Bfl-1	RGS7-Gao reg	Bim-Bcl-W	GSH fluor	Bim-Mcl-1	Bim-Bcl-2	Bim-Bcl-B
> O=[N+]([O-])c1cc(Cl)cc(/C=N/n2cnnc2)c1O
    101	0	-11	100	-4	?	2	12	0	-3	-1
> Cc1cc(C(=O)OCC(=O)N2c3ccccc3NC(=O)C2(C)C)c(C)n1-c1ccccc1
    104	-4	-13	103	-10	101	0	11	0	-3	-9
> C=CCNc1sc(C(=O)c2cccs2)c(N)c1C#N
    103	-10	-25	101	-10	102	4	40	1	-9	-4
> COc1ccc(N2CCC(CNC(=O)Nc3ccc(C)c(C)c3)C2)cc1 (stereo not drawn)
    99	-4	3	101	7	100	-1	12	-4	3	-18
> O=C(c1ccco1)c1coc2c1cc(O)c1ccccc12
    101	-3	-15	101	2	106	0	23	-4	-1	-1
> O=C(CN1C(=O)C2C3C=CC(C3)C2C1=O)NCc1ccco1 (stereo not drawn)
    102	-2	-20	111	3	100	-6	66	-5	-3	0
> COc1cc(NC(=O)COC(=O)c2ccc(C)c(S(=O)(=O)N3CCCCC3)c2)c(C)cc1[N+](=O)[O-]
    97	0	-19	107	-4	95	-2	9	-5	2	1

# Some of the entries above in a different format:
COc1ccc(N2CCC(CNC(=O)Nc3ccc(C)c(C)c3)C2)cc1 (stereo not drawn)
  RGS4-Gao reg: 99
  Bcl-XL Bim block: -4
  Mcl1 Bid PPI: 3
  RGS8-Gao: 101
  Bim-Bfl-1: 7
  RGS7-Gao reg: 100
  Bim-Bcl-W: -1
  GSH fluor: 12
  Bim-Mcl-1: -4
  Bim-Bcl-2: 3
  Bim-Bcl-B: -18
COc1cc(NC(=O)COC(=O)c2ccc(C)c(S(=O)(=O)N3CCCCC3)c2)c(C)cc1[N+](=O)[O-]
  RGS4-Gao reg: 97
  Bcl-XL Bim block: 0
  Mcl1 Bid PPI: -19
  RGS8-Gao: 107
  Bim-Bfl-1: -4
  RGS7-Gao reg: 95
  Bim-Bcl-W: -2
  GSH fluor: 9
  Bim-Mcl-1: -5
  Bim-Bcl-2: 2
  Bim-Bcl-B: 1
O=C(CN1C(=O)C2C3C=CC(C3)C2C1=O)NCc1ccco1 (stereo not drawn)
  RGS4-Gao reg: 102
  Bcl-XL Bim block: -2
  Mcl1 Bid PPI: -20
  RGS8-Gao: 111
  Bim-Bfl-1: 3
  RGS7-Gao reg: 100
  Bim-Bcl-W: -6
  GSH fluor: 66
  Bim-Mcl-1: -5
  Bim-Bcl-2: -3
  Bim-Bcl-B: 0
C=CCNc1sc(C(=O)c2cccs2)c(N)c1C#N
  RGS4-Gao reg: 103
  Bcl-XL Bim block: -10
  Mcl1 Bid PPI: -25
  RGS8-Gao: 101
  Bim-Bfl-1: -10
  RGS7-Gao reg: 102
  Bim-Bcl-W: 4
  GSH fluor: 40
  Bim-Mcl-1: 1
  Bim-Bcl-2: -9
  Bim-Bcl-B: -4
